TAG inh = inhibitors of triacylglycerol accumulation, primary screen, cell-based, uHTS, fluorescence, H9c2. H9c2 cells, Nile Red lipid (TAG) fluorescence; cells loaded with 200 µM oleic acid. inhibition, % at 12.5 µM. actives 0.66% (n = 230,000);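 active = pattern-corrected inhibition of lipid staining of at least 50% with the nuclear-stain viability signal not falling by more than 50%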;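 also: 0% = DMSO wells and 100% = triacsin C control wells; some results filed as inactive read as strong as hits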
TAG inh DAPI viability = also measured in TAG inh; calls as there; DAPI nuclei signal change (viability), lower = more cytotoxic, %;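 whole-well DAPI fluorescence read on a plate reader as a viability signal; minus 50 percent equals half of cells still viable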
Numbers without * were called inactive. Some of the compounds tested; rates above refer to the full screens.

SMILES	TAG inh	TAG inh DAPI viability
CN(C)C(=O)c1cccc(-c2cnc3c(NC=O)cc(-c4ccccc4Cl)cn23)c1	-2	-2
Cc1ccn2c(NC3CCCC3)c(-c3ccncc3)nc2c1	10	-4
O=C(Cn1[nH]c(=O)c2ccccc2c1=O)OCC(=O)c1ccccc1Cl	-6	5
COc1ccc2c(c1)N(C[C@H](C)CN(C)C)c1ccccc1S2	3	2
O=C(N/N=C/c1c(Cl)[nH]c2ccccc12)c1ccc2c(c1)OCCO2	5	1
Cc1nn(-c2ccccc2)c(OC(=O)c2cccs2)c1S(=O)(=O)c1ccccc1	-10	9
Cc1ccc(NC(=S)NN2CCOCC2)c(C)c1	-3	7
COc1ccc(-c2nnc(SCC(=O)NC3CCCCC3)o2)cc1OC	-17	-6
Cn1c(N2CCCC2)nc2c1c(=O)n(Cc1cccc(F)c1)c(=O)n2C	1	-8
Cc1nc2c(C)cccn2c(=O)c1NC(=O)c1ccco1	-1	-1
Cc1ccnc2nc(C(=O)OCC(=O)NCc3cccc(Cl)c3)nn12	1	-9
COCCn1nnnc1C(CC(C)C)N1CCN(c2nc3ccccc3s2)CC1 (stereo not drawn)	0	0
COc1ccc(C=O)cc1Cn1ccnc1C	8	-7
O=C(COC(=O)Cc1ccc([N+](=O)[O-])cc1)NC1CCCCCC1	-6	-1
O=C(COC(=O)/C=C/c1ccc(Cl)cc1)NCc1cccs1	0	0
COC(=O)c1ccc(CN2CCCC(C(=O)c3ccccc3OC)C2)cc1 (stereo not drawn)	1	0
Cn1c(NC(=O)/C=C\c2ccccc2)cc(=O)n(C)c1=O	-5	-4
O=C(Nc1cccc2cccnc12)c1ccc2sc([C@H]3C[C@H](O)[C@@H](CO)O3)nc2c1	20	-13
COc1ccc(S(=O)(=O)N(C)CC(=O)Nc2ccccc2SC)cc1	-62	-6
O=C(CSc1nnc2ccccn12)Nc1ccc(N2CCOCC2)cc1	-7	-5
C(#Cc1ccc2c(c1)COc1c3ccccc3nn1-2)c1ccccc1	25	1
CC1CCCC(C)N1C(=O)CN1C(=O)NC2(CCOc3ccccc32)C1=O (stereo not drawn)	10	-2
NC(=O)C1CCN(C(=O)COc2ccc(Nc3ccccc3)cc2)CC1	-3	-2
O=c1cnnc(N/N=C/c2ccccn2)[nH]1	35	-18
CN(C(=O)CSc1nnc(-c2ccco2)o1)C1CCCCC1	-21	8
COc1c(C(=O)Nc2ccccc2N2CCOCC2)cc2ccccc2c1Br	-2	-6
CN(C(=O)c1ccc(Oc2ccc([N+](=O)[O-])cc2)cc1)C1CCCCC1	-21	1
O=C(COC(=O)COc1ccccc1[N+](=O)[O-])Nc1ccc(S(=O)(=O)N2CCCCC2)cc1	-10	5
CCOc1cccc(N2C(=O)CC(NNC(=O)c3ccc(Br)o3)C2=O)c1 (stereo not drawn)	10	-11
O=C1O[C@@H]([C@H](O)CO)C(O)=C1O	0	-3
CC(=O)C1C(c2ccccc2Cl)NC(=O)NC1(O)C(F)(F)F (stereo not drawn)	-13	4
N#Cc1c(SCC(N)=O)nsc1SCc1ccccc1Cl	6	-4
O=C(N1CCOCC1)C(F)(F)C(=O)N1CCOCC1	6	-2
CCOc1ccc(CCNC(=O)Cc2ccc(S(=O)(=O)N3CCOCC3)s2)cc1OCC	29	-2
CC1(C(=O)NS(=O)(=O)c2ccccc2)CCN1C(=O)CC(c1ccccc1)c1ccccc1 (stereo not drawn)	9	-3
N#CCCNC(=O)CCN1CCCCC1	2	-5
Cc1ccc(NC(=O)c2cc(S(=O)(=O)N3CCc4ccccc43)cn2C)cc1C	11	1
Clc1ccccc1COc1ccccc1-c1nnco1	0	8
CC1(C)O[C@@H]2C[C@H]3[C@@H]4C[C@H](F)C5=CC(=O)C=C[C@]5(C)[C@H]4[C@@H](O)C[C@]3(C)[C@]2(C(=O)CO)O1	32	15
Cc1ccc2oc(=O)n(CC(=O)OC(C)C)c2c1	-23	-1
CCn1c(CN2C(=O)CSc3ccccc32)n[nH]c1=S	6	-8
COc1ccc(N2CCN(c3ccc(NC(=O)c4ccc5c(c4)OCO5)cc3C#N)CC2)cc1	-4	10
CC(NC(=O)COc1ccccc1)C(=O)N1CCN(c2ccc(F)cc2)CC1 (stereo not drawn)	-25	10
CCSc1nnc(NC(=O)Cc2ccccc2OC)s1	-5	8
CC/C(O)=C1\C(=O)CCCC1=NCCc1nc2ccccc2[nH]1	2	3
Cc1c(NC(=S)NC(=O)c2ccccc2)c(=O)n(-c2ccccc2)n1C	-35	4
Cc1onc(-c2ccccc2Cl)c1C(=O)N(C)C1CCCCC1	-71	10
COc1ccc(NC(=O)CN(C)C(=O)c2ccc(NS(=O)(=O)c3cccc([N+](=O)[O-])c3)cc2)cc1	4	4
COc1ccc(NC(=O)CN(C)C(=O)c2cccc(S(=O)(=O)N3CCN(c4ccccc4)CC3)c2)cc1	-8	9
CCOC(=O)c1c(NC(=O)C2COc3ccccc3O2)sc2c1CCN(Cc1ccccc1)C2 (stereo not drawn)	-17	12
Cc1oc2c(C)c(O)ccc2c(=O)c1N1C(=O)c2ccccc2C1=O	-3	4
Cn1c2c(c(=O)n(C)c1=O)C(CC(=O)Nc1ccccc1)C(=O)N2 (stereo not drawn)	6	-3
Cc1ccc(OCc2nc(C#N)c(NCc3ccco3)o2)cc1	-4	-23
CC(C)N(CCNC(=O)c1nn(Cc2ccccc2)c(=O)c2ccccc12)C(C)C	6	-6
COc1ccc(CCC(=O)N/N=C\c2cccs2)cc1	-14	13
COc1ccc(S(=O)(=O)NC(C)C)cc1-n1cnnn1	11	-4
O=C(CCN1CCCCC1)NNC(=O)C12CC3CC(CC(C3)C1)C2	-6	6
O=C(NCc1ccc(N2CCCC2=O)cc1)c1cccc(Cl)c1	7	-10
COc1ccc(OCCCC(=O)N2CCCc3ccccc32)cc1	-13	1
CC1(C)CC(=O)C=C(c2ccc(COC(=O)/C=C/c3ccccc3)cc2)C1=O	-6	-5
(continued)
SMILES	TAG inh	TAG inh DAPI viability
Cc1ccc(NC(=O)c2cc(=O)c3ccccc3o2)cc1S(=O)(=O)N1CCOCC1	21	-3
COc1ccc2[nH]c(=O)cc(C(=O)O)c2c1	-12	6
COc1cccc(C(=O)Nc2cc(-c3cn4cccnc4n3)ccc2C)c1	12	50
O=S(=O)(/N=C(/Nc1cccc2ccccc12)c1ccccc1)c1cccs1	-21	4
Cn1nc(C(=O)N2CCc3ccccc32)c2ccccc2c1=O	-6	2
CCNC(=O)C1(C)CCCN(C(=O)c2cc(-c3ccccc3)cs2)C1 (stereo not drawn)	-15	18
CC1CCCC(NC(=O)CSc2ncccn2)C1C (stereo not drawn)	15	-11
Cc1cccc(N=C2CSC(=O)N2)c1	-9	12
COc1cc(S(=O)(=O)NCCN2CCOCC2)c(OC)cc1Cl	2	-2
Cc1nc2ccc(NS(=O)(=O)c3ccc(F)c(F)c3)cc2s1	-8	2
O=C1C(=O)N(CC(=O)N2CCCC2)c2ccccc21	-5	3
CC(C)Sc1nc2c([nH]1)c(=N)ncn2Cc1ccccc1	-9	-6
CCc1cc2ccc(C)cc2nc1SCC(=O)NNC(=O)c1ccco1	-8	7
COc1cc(/C=C/C(C)=O)cc(OC)c1OC	-3	0
COc1ccc(OC)c(C2C/C(=N/O)C(C)C(c3cc(OC)ccc3OC)N2)c1 (stereo not drawn)	-11	6
Cc1nc(SCCOc2ccccc2F)[nH]c(=O)c1Cc1ccccc1	-32	5
Cc1ccccc1NNC(=O)C(=O)NNc1ccccc1C	-4	-8
c1ccc2sc(NN=C3CCCCCC3)nc2c1	17	-8
CN1C(=O)[C@H]2[C@@H](c3ccc(C(F)(F)F)cc3)N[C@]3(CCCN(Cc4ccco4)C3=O)[C@H]2C1=O	3	0
Cc1cccc(NC(=O)CCN2CCCCC2)c1	-6	11
CCOc1ccc2c(c1)C(N(CCN1CCOCC1)C(=S)Nc1ccccc1OC)CC(C)(C)O2 (stereo not drawn)	9	-1
COc1ccc(NC(=O)COc2coc(CN3CCCc4ccccc43)cc2=O)cc1	-15	-4
CC(=O)NC(c1ccccc1)c1nc(-c2ccc3ccccc3c2)cs1 (stereo not drawn)	-5	1
COc1ccc(S(=O)(=O)N2c3ccc(F)cc3CCC2C)cc1 (stereo not drawn)	31	-32
C[C@@]12C(=O)Nc3ccc(Cl)cc3C(=O)N1[C@H]1c3cc(Cl)ccc3OC[C@@H]1[C@@H]2c1ccccc1	39	-11
COc1cccc(NC(=S)N(CCN(C)C)C(C)c2cccnc2)c1 (stereo not drawn)	-12	17
Cc1cccc(C(=O)OCC(=O)N(CC(C)C)c2c(N)n(Cc3ccccc3)c(=O)[nH]c2=O)c1C	1	-2
Cc1cccc(Nc2nc(-c3ccncc3)cs2)c1	130	-89
OC(CCCN1CCC(O)(c2ccc(Cl)cc2)CC1)c1ccc(F)cc1 (stereo not drawn)	1	6
CC(/C=N/NC(=O)Cc1cc(=O)[nH][nH]1)=C\c1ccccc1	4	-1
Cc1cccc(-c2c3c(=O)n(C)c(=O)n(C)c3c3cccnn23)c1	-19	4
CC(O)c1nc2ccccc2n1CCCCOc1ccccc1 (stereo not drawn)	-10	1
COC(=O)c1ccc(C(=O)N(C)C2CCCN(Cc3ccccc3F)C2)nc1 (stereo not drawn)	-3	0
CN(Cc1cc(=O)n2ccsc2n1)C1CCCCC1	-9	-6
COC(=O)C(Cc1ccc(OC(=O)c2ccc(C(F)(F)F)cc2)cc1)N1Cc2ccccc2C1=O (stereo not drawn)	-26	-14
CC(=O)c1ccc(NC(=O)C(C)O/N=C(\N)c2ccccc2)cc1 (stereo not drawn)	-23	6
O=C(NCCC1=CCCCC1)C1CCCN(S(=O)(=O)c2cnc[nH]2)C1 (stereo not drawn)	-14	-9
COC(=O)c1cccc(NC(=O)Nc2ccccc2OC)c1	20	2
CNC(=O)c1[nH]cnc1C(=O)NCC(=O)OC(C)(C)C	-10	-3
CN(C)c1nc(=S)nc(NCc2ccccc2)[nH]1	-10	0
Cc1ccc(NC(=O)c2sccc2C)nc1	22	-1
Cc1cccc(C)c1NC(=S)N(CCN1CCCCCC1)Cc1ccco1	-3	10
COc1ccc(/C=C/C(=O)OCC(=O)N2CCCCCC2)c(OC)c1	8	-2
CCCSc1nnc(CSc2ncccn2)n1C	2	-8
CN(Cc1cn[nH]c1-c1ccc2c(c1)OCO2)C1CCOCC1	-18	0
O=C(COc1cccc(C(F)(F)F)c1)Nc1ccccc1N1CCCCC1	-7	1
Cc1nn(-c2ccccc2)c(C)c1NC(=O)COC(=O)c1ccc(NC(=O)CC#N)cc1	-14	1
O=C(CSc1nnc(-c2ccccc2)o1)NC(=O)Cc1ccccc1	-6	12
COc1ccc(NC(=O)c2ccc(-c3ccccc3C(F)(F)F)o2)cc1	-12	2
Cc1ccc(SCC(=O)Nc2ccc(N3CCN(C)CC3)c(F)c2)cc1	27	-1
S=c1[nH]ccn1-c1ccc(Cl)cc1	4	0
O=C(Nc1cc(Cl)ccn1)C1(c2ccccc2)CC1(Cl)Cl (stereo not drawn)	13	-3
O=C(NCCc1ccccc1)C1=COCCO1	8	-1
Clc1nc2ccccc2cc1-c1nnn(-c2ccccc2Br)n1	4	-3
O=c1[nH]c(=O)c2[nH]c(=S)n(-c3ccccc3)c2[nH]1	-8	-2
COC(=O)CNC(c1ccccc1)c1cc(C)ccc1NC(=O)CNC(=O)OCc1ccccc1 (stereo not drawn)	-15	10
CCc1cc2c(NC(C(=O)O)C(C)C)ncnc2s1 (stereo not drawn)	5	3
Cc1ccc(S(C)(=O)=O)cc1C(=O)OCC(=O)N1CCCC1=O	-22	1
COc1ccccc1-c1ccc(SCC(=O)N2CCOCC2)nn1	-19	1
CCOc1ccc(NC(=O)CSc2nccn2Cc2ccco2)cc1	-24	2
The listing continues.
SMILES	TAG inh	TAG inh DAPI viability
O=C(O)CC1(CC(=O)Nc2ccc3ccccc3n2)CCCCC1	-10	4
CCOC(=O)CN1C(=O)C(Sc2n[nH]c(-c3ccc(O)cc3)n2)CCc2ccccc21 (stereo not drawn)	16	-8
CCOc1ccc(-c2nnc3ccc(SCC(=O)Nc4cc(C)on4)nn23)cc1	9	-3
Cc1cccc(-c2nnc(SCc3ccccc3)o2)c1	1	-1
O=C(O)c1cc(C(F)(F)F)nc2ccccc12	3	-4
COc1ccc(CNC(=O)[C@@H]2CC=C[C@@H]3CCN(Cc4ccc(Cl)c(Cl)c4)C(=O)[C@@H]32)cc1	-13	-4
COc1cc(N)c(Cl)cc1C(=O)OCC(=O)N1c2ccccc2NC(=O)C1(C)C	-4	-9

Source: PubChem BioAssay (Sanford-Burnham Center for Chemical Genomics)
